Screening results as filed in PubChem BioAssay.
GLD-1 TGE inh – GLD-1/TGE RNA complex disruptors, primary screen, biochemical, fluorescence polarization | Female germline-specific tumor suppressor gld-1 (Caenorhabditis elegans), Q17339 | purified GLD-1 + fluorescein TGE RNA | inhibition, % at 5.96 µM | actives 0.44% (n = 320,000) | AID 2280, 2010;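 active = percent inhibition above a per-plate cutoff, the plate mean of test compounds plus 3 SD, cut at about 30% in these data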;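 note: 0% = DMSO wells with GLD-1 and probe and 100% = wells lacking GLD-1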
MEX-5 binding – MEX-5 zinc finger RNA-binding disruptors – biochemical, C. elegans, fluorescence polarization, MLPCN library, primary screen; Zinc finger protein mex-5 (Caenorhabditis elegans), Q9XUB2; MEX-5/FITC-TCR2 RNA binding; stronger effect = lower value; activity score (negative = inhibition of binding), % at 10 µM; actives 0.38% (n = 300,000);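 active = inhibition past about -25% in most replicates, and total fluorescence under double the plate's negative control median, limit read from the data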;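 note: 0% = DMSO and -100% = 5 µM competing unlabeled TCR2 RNA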
Target sequence (Q9XUB2 whole entry, looked up): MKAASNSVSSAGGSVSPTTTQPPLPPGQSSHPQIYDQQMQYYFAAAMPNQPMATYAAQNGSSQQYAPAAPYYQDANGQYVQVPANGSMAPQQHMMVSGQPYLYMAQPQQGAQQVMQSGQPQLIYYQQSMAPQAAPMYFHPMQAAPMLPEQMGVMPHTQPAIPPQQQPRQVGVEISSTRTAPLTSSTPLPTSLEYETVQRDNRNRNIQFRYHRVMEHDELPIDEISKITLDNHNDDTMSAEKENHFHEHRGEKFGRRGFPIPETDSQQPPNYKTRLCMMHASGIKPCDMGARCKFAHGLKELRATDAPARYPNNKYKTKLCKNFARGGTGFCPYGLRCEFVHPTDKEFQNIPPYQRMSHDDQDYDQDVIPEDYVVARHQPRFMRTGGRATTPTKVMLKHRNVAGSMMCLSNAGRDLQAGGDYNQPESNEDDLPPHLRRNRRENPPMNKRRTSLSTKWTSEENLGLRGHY
GRK2 aptamer HTS – compounds blocking aptamer binding on GRK2 – biochemical, human GRK2, bead flow cytometry, HTS, primary screen; AID 488847, 2010; inhibition of aptamer binding, % at 10 µM; actives 0.59% (n = 330,000); Beta-adrenergic receptor kinase 1 (Homo sapiens), P25098; FAM-aptamer displacement from GRK2;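 active = inhibition of aptamer binding above 40%, roughly 3 SD of noise, on plates passing a quality check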;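 note: median bead fluorescence of bound FAM aptamer so fluorescent compounds give negative values; no value below 0 was filed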
Efflux pump inh – inhibitors of Candida efflux pumps in yeast, primary screen, S. cerevisiae, Nile Red, multiplex. S. cerevisiae Candida pump triplex. inhibition, % at 10 µM. actives 0.44% (n = 330,000);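 active = plate passing quality check with inhibition over a set limit, or well fluorescence over plate mean plus 4 SD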;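 note: Nile Red retained in pooled yeast measured as flow cytometry median fluorescence; 0% = buffer negative control and 100% = Enniatin B positive control; higher means more Nile Red kept so more efflux inhibition; some compounds called inactive have numbers as strong as hits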
PME-1 primary – PME-1 inhibitors via competitive probe labeling, primary screen, biochemical, fluorescence polarization, FP-Rh probe, HTS; Protein phosphatase methylesterase 1 (Homo sapiens), Q9Y570; AID 2130, 2009; recombinant PME-1; inhibition, % at 5.9 µM; actives 0.53% (n = 320,000);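 active = inhibition above the campaign mean of all compounds plus 3 SD, cut at about 26% in these data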;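 note: competitive labeling of PME-1 active site by serine hydrolase directed probe; 0% = PME-1 with DMSO and 100% = wells lacking PME-1 enzyme; inhibitors block probe labeling so polarization falls and inhibition rises; many of its hits are not listed in these tables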
Target sequence (Q9Y570 whole entry, looked up): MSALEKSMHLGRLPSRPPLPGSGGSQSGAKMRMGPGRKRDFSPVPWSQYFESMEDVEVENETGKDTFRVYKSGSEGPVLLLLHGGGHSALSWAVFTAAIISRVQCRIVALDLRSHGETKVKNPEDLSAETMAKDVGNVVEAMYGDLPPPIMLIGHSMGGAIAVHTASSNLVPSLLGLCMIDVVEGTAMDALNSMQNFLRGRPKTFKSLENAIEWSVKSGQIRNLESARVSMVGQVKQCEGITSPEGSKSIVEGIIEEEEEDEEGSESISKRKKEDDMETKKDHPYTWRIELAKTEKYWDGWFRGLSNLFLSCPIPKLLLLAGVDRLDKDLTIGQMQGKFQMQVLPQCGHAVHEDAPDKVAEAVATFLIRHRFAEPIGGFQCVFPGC
BCLXL inh – inhibitors of human Bcl-xL, primary screen, biochemical, fluorescence polarization, HTS. Bcl-2-like protein 1 (Homo sapiens), Q07817. actives 0.7% (n = 320,000). inhibition, % at 10.9 µM. GST-Bcl-xL / FITC-Bim BH3 peptide fluorescence polarization;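 active = inhibition above the mean of all tested compounds plus 3 SD, cutoff set per campaign, cut at about 30% in these data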;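 note: 0% = DMSO wells and 100% = unlabeled Bim-BH3 peptide competitor; inhibitors lower millipolarization by displacing the labeled peptide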
Target sequence (Q07817 whole entry, looked up): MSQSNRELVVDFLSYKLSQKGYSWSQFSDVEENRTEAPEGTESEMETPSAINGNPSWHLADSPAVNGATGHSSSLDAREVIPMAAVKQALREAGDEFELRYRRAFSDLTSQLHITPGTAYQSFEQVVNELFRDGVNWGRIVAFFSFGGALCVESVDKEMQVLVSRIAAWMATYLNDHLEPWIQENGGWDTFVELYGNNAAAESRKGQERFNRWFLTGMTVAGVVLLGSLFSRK
Fam108B inh – mouse Fam108B serine hydrolase inhibitors, primary screen, counter-screen for RBBP9 inhibitor project, biochemical, fluorescence polarization | actives 0.33% (n = 300,000) | recombinant Fam108B, FP-Rh probe fluorescence polarization | inhibition, % at 9.51 µM;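 active = inhibition above the screen mean inhibition plus 3 SD, computed separately per campaign, cut at about 18% in these data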;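 note: inhibitors lower polarization as less probe binds the enzyme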
VLA-4 inh – inhibition in human VLA-4 binding assay, primary screen, VLA-4 allosteric modulator project, MLPCN library, flow cytometry, VLA-4 expressing cells; inhibition, % (about 7 µM as worked out from the volumes in the protocol); actives 0.2% (n = 330,000); ligand binding flow cytometry; AID 2557, 2010; Integrin alpha-4 (Homo sapiens), P13612; in the data active = inhibition above about 50%
MCL1-BIM inh – inhibitors of MCL1 binding to BIM-BH3, primary screen, biochemical, fluorescence polarization | inhibition, % at 10.9 µM | GST-MCL1 / FITC-Bim-BH3 fluorescence polarization | Induced myeloid leukemia cell differentiation protein Mcl-1 (Homo sapiens), Q07820 | actives 0.68% (n = 320,000) | AID 2057, 2009;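 active = inhibition above the mean inhibition of all tested compounds plus 3 SD, set per campaign, cut at about 40% in these data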;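 note: 0% = DMSO wells and 100% = unlabeled Bim-BH3 peptide control; higher means more loss of mP so more displacement of Bim peptide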
The depositor's hits bear a star; i = inactive; nt = not tested or not shown. Not all compounds are listed (hit frequency here may not be typical).

SMILES	GLD-1 TGE inh	MEX-5 binding	GRK2 aptamer HTS	Efflux pump inh	PME-1 primary	BCLXL inh	Fam108B inh	VLA-4 inh	MCL1-BIM inh
CN1/C(=C\C=C2/C(=O)Oc3ccccc3C2=O)C(C)(C)c2ccccc21	-127	11	0	0.4	-186	47*	139*	-318	8
CC1(c2ccccc2)NC(=O)N(CC(=O)N2CCOCC2)C1=O (stereo not given)	7	-2.8	0	-0.1	-3	1	0	-3	4
Cc1ccc(S(=O)(=O)N2CCOCC2)cc1NC(=O)c1ccc(F)cc1F	1	nt	1	-0.3	nt	nt	nt	13	nt
C=CCN1C=C2C(=O)C(C)(OC(=O)C3CCCC3)C(=O)C(c3ccccc3)=C2C=C1CCCC(=O)OC (stereo not given)	11	-1.7	1	0.1	-2	16	0	11	19
O=C(CSc1nc(=O)n(CCN2CCOCC2)c2c1CCCC2)Nc1cccc([N+](=O)[O-])c1	2	0.5	2	-0.1	4	5	2	14	1
Nc1nonc1-n1nnc(C(=O)N/N=C/c2ccccc2Cl)c1-c1ccc2c(c1)OCO2	2	-1.3	0	-0.1	-5	1	-3	5	1
COc1cc(NC(=O)C2CC3CCC2C3)c(OC)cc1Cl (stereo not given)	6	2.1	4	0.0	-3	0	0	-1	-3
Cc1noc(COc2ccccc2OCC(N)=O)c1Cl	0	0.2	0	0.0	-8	0	0	-2	1
O=C(COc1cccc2c1CCNC2=O)Nc1cccc(F)c1	1	1.3	0	0.6	-7	-2	-3	-8	0
CCOC(=O)c1c(C)nc(C)c2c(=O)oc3ccccc3c12	-7	1.4	0	0.2	1	-4	-2	23	-3
O=C(Nc1ccc(F)c(F)c1)C1CCCN(S(=O)(=O)c2cccc3nonc23)C1 (stereo not given)	1	-2.2	0	0.0	-3	3	-7	12	1
CCOC(=O)c1cc2occc2n1CCCN1C(=O)c2ccccc2C1=O	6	-0.2	0	0.1	-1	-8	9	0	-18
COc1ccc(OC)c(C(=O)COC(=O)CN2C(=O)NC3(CCCCC3C)C2=O)c1 (stereo not given)	-1	-0.2	3	-0.1	2	-2	3	2	2
CCn1c(CCNC(=O)c2cccs2)nnc1SCC(=O)Nc1nc(-c2ccccc2)cs1	-5	-1.4	2	0.2	4	8	0	-5	4
CC1C/C(=C\c2ccccc2[N+](=O)[O-])c2nc3ccccc3c(C(=O)O)c2C1 (stereo not given)	15	0.5	1	0.2	3	9	2	12	11
COC(=O)C1=C(C)N(Cc2ccccc2)C(=NCc2cccc(Cl)c2)N[C@H]1c1cccc(F)c1	2	nt	4	0.4	nt	nt	nt	43	nt
CNC(=O)CSc1nc2cc(S(=O)(=O)Nc3ccccc3OC)ccc2o1	10	1.7	2	-0.2	3	-2	-7	5	-19
NC(=O)C1CCN(C(=S)NC2CC3C=CC2C3)CC1 (stereo not given)	2	-0.8	0	0.0	-3	3	3	9	4
COc1ccc(-n2c(C)cc(/C=C(\C#N)C(=O)NCc3ccco3)c2C)cc1	-5	0.2	3	0.0	1	-2	-2	15	-18
COc1cccc(NC(=S)N2CCCN(Cc3ccc(F)cc3)C2)c1	1	3.1	0	-0.1	0	2	1	2	4
Nc1ccccc1SCC(=O)Nc1nc(-c2ccccc2)cs1	-5	2.6	1	-0.1	-2	-1	-1	-8	0
COc1ccc(N2CCN(C(=O)c3ccc4ccccc4n3)CC2)cc1	4	1.1	4	0.0	-1	7	-4	41	16
CNC(=O)COC(=O)c1cc(-c2ccc(OC)cc2)nc2ccccc12	-1	0.5	0	0.0	9	1	-8	19	6
Cn1c(Cl)cnc1C(O)c1ccccc1 (stereo not given)	0	-0.9	0	-0.1	-7	1	-8	28	4
Clc1ccc2nc(-c3ccc(Br)s3)cn2c1	-1	0.0	0	-0.2	-1	4	0	6	6
COc1cc(C#N)c(N=C(SCC#N)N2CCOCC2)cc1OC	-3	-0.5	1	0.1	-4	-2	-3	-7	1
CC(C)Oc1ccc(C(=O)NCC(=O)OCC(=O)N(C)Cc2cccs2)cc1	5	nt	0	0.0	2	3	-4	-3	0
Cc1nonc1CC(=O)NC1CC(C)(C)Cc2c1cnn2-c1ccc(F)cc1 (stereo not given)	1	-0.6	0	1.2	4	1	-2	0	7
COc1ccc(-c2ccc(C#N)c(OC)n2)cc1	6	1.1	0	-0.1	-3	2	-4	13	3
CC1Cc2ccccc2N1C(=O)CN1C(=O)CN(C)C(=O)c2ccccc21 (stereo not given)	-5	1.3	8	-0.1	-7	1	6	-6	4
O=C(c1ccc(C(=O)N2CCOCC2)nc1)N1CCOCC1	8	-2.1	0	-0.3	-1	3	0	15	4
CC(=O)N1CCN(S(=O)(=O)c2cccc(C(=O)NC3CCCC3)c2)CC1	-2	nt	4	0.0	3	0	nt	5	4
COCCn1c(C)cc(C(=O)COC(=O)c2ccc3ncsc3c2)c1C	0	1.5	1	0.1	-1	6	-3	5	5
CCOC(=O)N1CCN(S(=O)(=O)c2ccc(C(=O)Nc3ccc(F)cc3F)cc2)CC1	2	0.2	0	-0.1	-2	2	-2	-14	8
C[C@H](CO)N1C[C@H](C)[C@@H](CN(C)S(=O)(=O)c2cn(C)cn2)Oc2c(NS(=O)(=O)c3cccs3)cccc2C1=O	-2	nt	3	1.2	nt	nt	nt	-5	nt
CN(Cc1cnn(C)c1)C(=O)c1cc(COc2c(F)cccc2F)on1	-3	-2.2	0	0.3	-5	3	0	0	-2
CC(C)(C)n1ncc2c(=O)n(CC(=O)OCc3ccccc3)cnc21	-9	1.0	0	0.0	-1	0	2	5	1
Cc1ccc2c(c1)N(C)/C(=C/c1cccc[n+]1C)S2	-176	-0.8	4	1.2*	9	-9	-1	-221	-20
COc1ccc(/C=N/c2c(-c3ccc(OC)cc3)nc3n2CCS3)cc1	5	-6.3	2	-0.3	1	10	4	31	5
Cc1cccnc1NS(=O)(=O)c1cccc([N+](=O)[O-])c1	9	-0.9	0	-0.1	3	3	-3	2	8

Sorted by value in BCLXL inh (highest first): 3 of the compounds above.
canonical_smiles | GLD-1 TGE inh | MEX-5 binding | GRK2 aptamer HTS | Efflux pump inh | PME-1 primary | BCLXL inh | VLA-4 inh | MCL1-BIM inh
O=C(c1ccc(C(=O)N2CCOCC2)nc1)N1CCOCC1 | 8 | -2.1 | 0 | -0.3 | -1 | 3 | 15 | 4
CC(C)(C)n1ncc2c(=O)n(CC(=O)OCc3ccccc3)cnc21 | -9 | 1.0 | 0 | 0.0 | -1 | 0 | 5 | 1
Cc1ccc2c(c1)N(C)/C(=C/c1cccc[n+]1C)S2 | -176 | -0.8 | 4 | 1.2* | 9 | -9 | -221 | -20

Arranged by formula weight (falling): some entries from above
SMILES	GLD-1 TGE inh	MEX-5 binding	GRK2 aptamer HTS	Efflux pump inh	PME-1 primary	BCLXL inh	Fam108B inh	VLA-4 inh	MCL1-BIM inh
CC1Cc2ccccc2N1C(=O)CN1C(=O)CN(C)C(=O)c2ccccc21 (stereo not given)	-5	1.3	8	-0.1	-7	1	6	-6	4
CN(Cc1cnn(C)c1)C(=O)c1cc(COc2c(F)cccc2F)on1	-3	-2.2	0	0.3	-5	3	0	0	-2
Cc1cccnc1NS(=O)(=O)c1cccc([N+](=O)[O-])c1	9	-0.9	0	-0.1	3	3	-3	2	8
Cn1c(Cl)cnc1C(O)c1ccccc1 (stereo not given)	0	-0.9	0	-0.1	-7	1	-8	28	4

Continuation:
SMILES	GLD-1 TGE inh	MEX-5 binding	GRK2 aptamer HTS	Efflux pump inh	PME-1 primary	BCLXL inh	Fam108B inh	VLA-4 inh	MCL1-BIM inh
CCC(=O)Nc1ccc(NC(=O)c2ccco2)c(OC)c1	-2	0.3	0	0.1	-1	3	0	4	4
COc1cc(NC(=O)CSc2nnnn2Cc2ccc3c(c2)OCO3)cc(OC)c1	0	-0.8	0	0.1	-6	-3	0	0	0
CCC(C)Nc1nc(OC(C(F)(F)F)C(F)(F)F)nc(OC(C(F)(F)F)C(F)(F)F)n1 (stereo not given)	36*	0.2	0	-0.2	0	-3	1	0	-1
COc1cccc(NC(=S)NCc2ccc(F)cc2)c1	6	3.2	0	0.4	-5	2	-8	0	2
CCOc1ccc(-c2ccc(SC)nn2)cc1	2	-0.7	0	-0.1	-5	-8	0	-12	-10
COc1cc(NC(=O)C(=O)Nc2ccc3nc4n(c(=O)c3c2)CCCCC4)cc(OC)c1OC	2	-0.1	1	0.1	-3	2	-2	-1	3
CN1CCN(C(=O)CCN2C(=O)c3ccccc3C2=O)CC1	2	-0.8	1	-0.1	-3	8	0	2	1
S=C(NCC1CCCO1)Nc1ccccc1 (stereo not given)	1	-1.2	0	-0.1	-4	4	-1	11	4
CCOC(=O)COc1ccc(C(c2c(C)[nH][nH]c2=O)c2c(C)[nH][nH]c2=O)cc1	3	0.4	0	-0.2	0	-2	4	7	0
CCOC(=O)N1CCN(C(=O)NC23CC4CC(CC(C4)C2)C3)CC1	6	-0.9	0	-0.1	-2	5	3	3	5
CC(=O)N1c2ccc(S(=O)(=O)N(C)CC(=O)Nc3cccc(C)c3)cc2CC1C (stereo not given)	8	-2.5	1	-0.2	-2	2	-2	0	2
CCN1CCc2[nH]c3ccccc3c2C1	9	1.3	0	0.2	-3	14	0	i	15
O=C(COC(=O)c1cnccn1)N=c1sccn1Cc1ccccc1Cl	3	1.1	0	0.0	0	-7	-5	-5	-10
O=C(CCN1C(=O)c2ccccc2C1=O)N1CCN(c2ccccn2)CC1	3	3.7	0	0.2	-3	0	0	4	-7
Cc1nc(SCC(=O)N(CC(C)C)C2CCS(=O)(=O)C2)c2ccccc2n1 (stereo not given)	-18	nt	0	0.5	7	1	nt	7	3
CCN(C(=O)CSc1nc2cc(S(=O)(=O)N(CC)CC)ccc2n1CC)C1CCS(=O)(=O)C1 (stereo not given)	3	1.2	2	0.0	0	0	2	1	-5
CCc1ccc(NC(=O)CS(=O)CC(=O)Nc2ccc(-n3cnnn3)c(C)c2)cc1 (stereo not given)	-7	0.8	0	0.2	-3	0	0	6	-2
OC(CSc1ccccc1Cl)CN1CCN(c2ccc(F)cc2)CC1 (stereo not given)	2	0.7	2	0.1	0	5	-1	13	5

Compound profiles, as listed above. Values in the order: GLD-1 TGE inh, MEX-5 binding, GRK2 aptamer HTS, Efflux pump inh, PME-1 primary, BCLXL inh, Fam108B inh, VLA-4 inh, MCL1-BIM inh
CCN1CCc2[nH]c3ccccc3c2C1 is entered as 9, 1.3, 0, 0.2, -3, 14, 0, i, 15
CCOC(=O)N1CCN(C(=O)NC23CC4CC(CC(C4)C2)C3)CC1 is entered as 6, -0.9, 0, -0.1, -2, 5, 3, 3, 5
